CRFBP-R2 agonist: agonists of CRF-BP/CRF-R2 complex, primary screen, cell-based, HEK293, calcium dye fluorescence, uHTS | AID 588473, 2011 | calcium dye fluorescence (FLIPR); percent of saturating CRF peptide response | CRF-binding protein / CRF receptor 2 complex (human) | hit rate 0.46% among 350,000 | activation, % at 13.2 µM;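 active means activation of at least 50%, plus an integration ratio under a set limit after plate pattern correction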;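 further: plate controls were neutral control wells without compound for no effect and CRF at EC100 for full effect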
CHO-K1 Ca PAM: nonselective calcium activators in parental CHO-K1 cells, primary screen, counter-screen for M1 PAM project, cell-based, Fluo-8 calcium fluorescence, full deck, 1536-well | AID 602247, 2012 | hit rate 0.02% among 360,000 | activation, % at 3 µM | ATP EC20; 0% at ATP EC20, 100% at ATP max;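 active means activation above the run cutoff, the mean activation of all test compounds plus 3 SD, cut at about 40% in these data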;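 further: peak over basal fluorescence ratio in a 140 s read after ATP addition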
TAAR1 agonist: human TAAR1 agonists, primary screen, Fluo-8 calcium fluorescence, CHO RD-HGA16 cells. hit rate 0.99% among 360,000. Trace amine-associated receptor 1 (Homo sapiens), Q96RJ0. vehicle wells 0%, saturating PEA agonist 100%. activation, % at 3 µM;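 active means activation above the mean activation of all test compounds in the run plus 3 SD, cut at about 38% in these data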
Target sequence (Q96RJ0 whole entry, looked up): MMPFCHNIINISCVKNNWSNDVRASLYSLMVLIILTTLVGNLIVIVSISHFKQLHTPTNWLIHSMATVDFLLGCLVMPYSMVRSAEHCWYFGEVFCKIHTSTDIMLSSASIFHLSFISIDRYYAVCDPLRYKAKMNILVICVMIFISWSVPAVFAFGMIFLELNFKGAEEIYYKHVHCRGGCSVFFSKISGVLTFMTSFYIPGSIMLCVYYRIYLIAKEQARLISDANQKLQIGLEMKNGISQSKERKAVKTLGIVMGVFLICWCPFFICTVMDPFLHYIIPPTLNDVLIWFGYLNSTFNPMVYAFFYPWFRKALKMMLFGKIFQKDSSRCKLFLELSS
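Test system: RD-HGA16 (CHO) cells co-expressing Gα16 and hTAAR1; dosing: one-point dosing at 3 µM (nominal); timing: 17-24 h seeding, 75 min 37 °C dye, 30 min RT; signal: kinetic Fluo-8 calcium fluorescence; read-out basis: % activation relative to PEA EC100 response; controls: DMSO and PEA EC100; replicates: n 1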
TAAR1 antag: human TAAR1 antagonists, primary screen, Fluo-8 calcium fluorescence, CHO RD-HGA16 cells; Trace amine-associated receptor 1 (Homo sapiens), Q96RJ0; antagonist; inhibition, % at 3 µM; hit rate 1.5% among 360,000;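 active means inhibition above a per-plate cutoff, the mean inhibition of test compounds on that plate plus 3 SD, cut at about 49% in these data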;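 further: 0% = DMSO plus EC80 beta-PEA response and 100% = DMSO alone without agonist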
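Material: CHO RD-HGA16 cells bearing hTAAR1; compound dosing: one-point dosing, 3 µM nominal final; schedule: dye loading 75 min at 37 °C, then 30 min room temperature; measured by: calcium fluorescence with Fluo-8; control set: vehicle and agonist controls; replication: n of 1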
M5 antag: human M5 muscarinic receptor antagonists, primary screen, CHO cells, Fluo-8 calcium fluorescence; inhibition, % at 3 µM; Muscarinic acetylcholine receptor M5 (Homo sapiens), P08912; hit rate 0.59% among 360,000; CHO-hM5 cells, ACh EC80;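 active means inhibition above a per-plate cutoff, the mean of that plate's test compounds plus 3 SD, cut at about 27% in these data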;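 further: 0% = acetylcholine EC80 with DMSO and 100% = DMSO without agonist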
Target sequence (P08912 whole entry, looked up): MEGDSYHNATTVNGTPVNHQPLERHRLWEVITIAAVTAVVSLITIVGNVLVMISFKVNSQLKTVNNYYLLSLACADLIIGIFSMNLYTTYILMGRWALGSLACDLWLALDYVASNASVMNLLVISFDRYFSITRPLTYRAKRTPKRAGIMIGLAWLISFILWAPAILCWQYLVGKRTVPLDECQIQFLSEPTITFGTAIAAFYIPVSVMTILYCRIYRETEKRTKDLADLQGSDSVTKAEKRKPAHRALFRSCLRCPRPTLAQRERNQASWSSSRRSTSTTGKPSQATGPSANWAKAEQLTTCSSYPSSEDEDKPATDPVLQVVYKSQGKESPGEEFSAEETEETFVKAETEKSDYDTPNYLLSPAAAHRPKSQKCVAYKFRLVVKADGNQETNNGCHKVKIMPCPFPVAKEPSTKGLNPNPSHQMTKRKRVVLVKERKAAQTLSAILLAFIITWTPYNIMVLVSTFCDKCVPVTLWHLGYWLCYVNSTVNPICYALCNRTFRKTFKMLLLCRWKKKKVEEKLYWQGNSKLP
CRFR2-BP antag: antagonists of CRF-BP/CRF-R2 complex, primary screen, cell-based, HEK293, calcium dye fluorescence, uHTS; CRF-induced calcium fluorescence; inhibition, % at 11.8 µM; hit rate 0.59% among 350,000; AID 588475, 2011;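 active means inhibition of the ligand-induced calcium signal above about 50% at the single tested concentration, limit read from the data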
M5 ag: human M5 muscarinic receptor agonists, primary screen, CHO-K1 cells, Fluo-8 calcium fluorescence | Muscarinic acetylcholine receptor M5 (Homo sapiens), P08912 | CHO-K1 hM5 cells; 0% DMSO wells, 100% maximal acetylcholine response | activation, % at 3 µM | hit rate 0.19% among 360,000;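 active means activation above the run's mean over test compounds plus 3 SD, cut at about 23% in these data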;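 further: signal is peak over basal fluorescence ratio across the kinetic read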
CHRM4 PAM: human M4 muscarinic receptor positive allosteric modulators, primary screen, CHO-K1 cells, Fluo-8 calcium fluorescence | hit rate 0.4% among 360,000 | CHO-K1 hM4/Gqi5, ACh EC20; 0% = ACh EC20, 100% = maximal ACh | AID 624126, 2012 | activation, % at 3 µM;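 active means activation above its plate's cutoff, the mean activation of sample wells plus 3 SD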; further: some results filed as inactive read as strong as hits
CHRM5 PAM: human M5 muscarinic receptor positive allosteric modulators, primary screen, CHO-K1 cells, Fluo-8 calcium fluorescence; Muscarinic acetylcholine receptor M5 (Homo sapiens), P08912; CHO-K1 hM5, ACh EC20 PAM; 0% = ACh EC20, 100% = ACh EC100; activation, % at 3 µM; hit rate 0.3% among 360,000; AID 624038, 2012;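 active means activation above the run cutoff, the mean activation of all test compounds plus 3 SD, cut at about 18% in these data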
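Assay system – human M5 receptor in CHO-K1 cells · Read-out – % activation, ACh-normalized · Technique – Fluo-8 calcium fluorescence · Dosing – single-point, 3 µM nominal · Incubation – Fluo-8 loading 80 min at 37 °C plus 30 min room temperature · Repeats – singlicate, one well per test compound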
* marks the source's active call; other numbers are inactive results; nt = not tested or not shown.

SMILES	CRFBP-R2 agonist	CHO-K1 Ca PAM	TAAR1 agonist	TAAR1 antag	M5 antag	CRFR2-BP antag	M5 ag	CHRM4 PAM	CHRM5 PAM
COc1ccccc1OCCCCCc1c(C)n[nH]c1C	-1.4	13	11	14	6	14	4	2	-10
CC(=O)Nc1ccc(NC(=O)C2Cc3c(-c4cccc(C(C)=O)c4)ccnc3O2)cc1 (centres undefined)	nt	16	3	-29	0	nt	0	5	4
CCOc1ccc(-c2nc(S(=O)(=O)c3ccccc3)c(N3CCOCC3)o2)cc1	-3.5	5	2	-9	8	-5	-2	10	-1
O=S(=O)(Cc1ccccc1)N(O)c1ccccc1	-0.3	1	15	-8	2	-14	2	-6	1
CCOC(=O)C1CCCN(C(=O)c2cccc(S(=O)(=O)N3CCCC3)c2)C1 (centres undefined)	-0.5	10	4	2	2	-6	4	4	1
C=CCn1c(SCC)nc(O)cc1=O	2.3	20	14	-1	3	-5	-2	7	-4
Cc1c(-n2c(SCC(=O)NC(C)C(C)C)nc3ccccc3c2=O)c(=O)n(-c2ccccc2)n1C (centres undefined)	-1.0	4	1	2	-3	-9	1	-2	3
CCOC(=O)CSc1snnc1C	0.6	7	8	4	-6	6	1	4	-1
CC(=O)Nc1ccccc1C(=O)N1CCc2ccccc21	1.5	16	5	-1	1	0	-7	1	-6
COc1ccc(CCC(=O)NNC(=O)c2ccc(F)cc2)cc1	-1.5	17	1	-4	5	22	-1	12	0

Ordered by length of the SMILES (smallest number first): some entries from above
SMILES	CRFBP-R2 agonist	CHO-K1 Ca PAM	TAAR1 agonist	TAAR1 antag	M5 antag	CRFR2-BP antag	M5 ag	CHRM4 PAM	CHRM5 PAM
CCOC(=O)CSc1snnc1C	0.6	7	8	4	-6	6	1	4	-1
C=CCn1c(SCC)nc(O)cc1=O	2.3	20	14	-1	3	-5	-2	7	-4
COc1ccccc1OCCCCCc1c(C)n[nH]c1C	-1.4	13	11	14	6	14	4	2	-10
CC(=O)Nc1ccccc1C(=O)N1CCc2ccccc21	1.5	16	5	-1	1	0	-7	1	-6
COc1ccc(CCC(=O)NNC(=O)c2ccc(F)cc2)cc1	-1.5	17	1	-4	5	22	-1	12	0
CCOC(=O)C1CCCN(C(=O)c2cccc(S(=O)(=O)N3CCCC3)c2)C1 (centres undefined)	-0.5	10	4	2	2	-6	4	4	1
CCOc1ccc(-c2nc(S(=O)(=O)c3ccccc3)c(N3CCOCC3)o2)cc1	-3.5	5	2	-9	8	-5	-2	10	-1
CC(=O)Nc1ccc(NC(=O)C2Cc3c(-c4cccc(C(C)=O)c4)ccnc3O2)cc1 (centres undefined)	nt	16	3	-29	0	nt	0	5	4
Cc1c(-n2c(SCC(=O)NC(C)C(C)C)nc3ccccc3c2=O)c(=O)n(-c2ccccc2)n1C (centres undefined)	-1.0	4	1	2	-3	-9	1	-2	3

Following part
SMILES	CRFBP-R2 agonist	CHO-K1 Ca PAM	TAAR1 agonist	TAAR1 antag	M5 antag	CRFR2-BP antag	M5 ag	CHRM4 PAM	CHRM5 PAM
COc1cc(Cl)ccc1NC(=O)COc1ccccc1C(=O)NN	-2.1	7	4	30	12	-8	0	-3	-2
Cc1cccc(C(=O)NCC(=O)NCC2COc3ccccc3O2)c1 (centres undefined)	-0.6	-4	1	-8	9	6	-3	4	-5
CC(C)(C)NCCCCOc1ccc(F)cc1	-2.4	-3	8	7	-7	9	-1	3	3
CCCCc1nc2n[nH]c(N)c2c2c1CCCC2	0.4	-8	5	3	9	-36	-4	9	22*
Cc1ccc(-c2csc(CC(N)=O)n2)cc1	-0.3	19	5	-16	6	11	2	5	2
CCOC(=O)c1sc2nc(CC(=O)OC)nc(NCc3ccc(F)cc3)c2c1C	-0.7	9	12	11	-4	-13	0	1	4
O=C(c1ccc(Cl)c(S(=O)(=O)N2CCOCC2)c1)N1CCc2ccccc2C1	-2.0	-23	5	12	-5	-5	4	-6	-5
Cc1cc(C)n(C(=O)COc2c(C)cccc2C)n1	-0.9	22	6	14	0	1	-3	-3	5
CCC(=O)Nc1ccc2c(c1)ncn2CCc1ccccc1	-0.2	-4	1	-15	6	7	-3	0	4
COc1ccc2ccccc2c1/C=N\NC(=O)c1ccc(C)s1	0.7	24	0	-8	13	-14	-5	5	-6
CC(=O)N1CC(C)Oc2ccc(S(=O)(=O)NC(CC(=O)O)c3ccccc3C)cc21 (centres undefined)	-1.3	1	1	1	-3	10	-1	3	0
CCCC1=Nc2cc(C(=O)N3CCCC3)ccc2Sc2ccc(C)cc21	-0.4	-10	4	-61	-5	-11	-3	0	2
Cc1ccsc1C1Nc2ccccc2-c2nc3ccccc3n21 (centres undefined)	-0.8	15	0	-19	4	16	-3	1	-5
Cc1cc(C)n2nc(C(=O)OCC(=O)Nc3ccc4c(c3)OCCO4)nc2n1	-0.4	-1	2	6	-6	9	2	10	1
COCCNCCCCOc1ccc(C)cc1[N+](=O)[O-]	-0.5	1	0	-4	-2	4	-1	4	1
COc1cccc(N2CCN(Cc3ccsc3)CC2)c1	-1.4	0	8	-3	4	3	-5	0	-6
O=C(OCc1cncs1)c1ccccc1	-1.8	-9	5	3	-17	-4	1	-4	0
O=C(Nc1ccc(N2CCN(C(=O)c3ccc(Cl)cc3)CC2)cc1)c1ccc([N+](=O)[O-])o1	0.8	10	10	14	3	-9	6	15	3
CC(=O)NCc1cc(-c2ccc(Cl)cc2)no1	0.8	11	5	10	16	5	0	3	-3
O=C(c1ccc(S(=O)(=O)N2CCOCC2)cc1)N1CCN(c2ccccc2)CC1	-1.1	-6	7	-3	2	7	1	16	3
CN1CCN(C(=O)c2ccc(F)c(F)c2)CC1	-1.4	8	-1	0	0	1	-4	3	12
CC(C)C(c1nnnn1CCc1ccccc1)N1CCSCC1 (centres undefined)	-0.5	-3	6	14	8	0	-5	6	0
Cc1nc(NC(=O)c2cc3c(s2)CCCCC3)sc1C(=O)N(C)C	-0.3	29	7	-4	4	-53	-11	14	7
O=C(CSc1nncn1-c1cccnc1)Nc1ccccc1C(F)(F)F	2.8	7	1	10	9	-4	-2	2	-3
COc1ccc(OCCC(=O)OCC(=O)NCc2ccccc2)cc1	0.2	23	-3	3	-4	-6	-3	-1	5
CCOc1ccc(NC(=O)Cn2nnc(-c3ccccc3NC(=O)CC)n2)cc1	0.3	16	5	-15	-1	3	-2	6	0
CCOC(=O)c1cc2c(ccn2C)n1CC(=O)N1CCN(c2cccc(C(F)(F)F)c2)CC1	2.3	-5	10	0	1	1	6	6	-7
CCNc1nc(NCC)n2c(SCC(=O)Nc3cc(Cl)ccc3OC)nnc2n1	-1.1	8	1	-20	1	8	1	1	-1
Cc1ccccc1C1c2[nH]c3ccccc3c2C[C@H]2C(=O)N(c3ccccc3C(=O)NCCCN3CCOCC3)C(=O)N12 (some centres undefined)	-1.9	-6	14	60*	7	-18	3	-12	-5
CC(C)CC(C(=O)NC1CCCC1)N(Cc1cccs1)C(=O)c1snc(C(N)=O)c1N (centres undefined)	-0.5	16	7	55*	5	-3	-2	-4	-57
Cc1ccc2cc(/C=N/Nc3nc4ccccc4[nH]3)c(Cl)nc2c1	2.3	1	3	9	-3	5	-3	-2	1
O=C(CSc1nnc(-c2cccnc2)n1Cc1ccco1)c1ccc(Br)cc1	-0.4	-5	3	-5	-1	13	0	4	4
Cc1ccc(C(=O)Nc2ccc(O)cc2C(=O)O)cc1C	-0.2	25	17	-18	-3	8	5	11	10
CCOc1ccccc1N1CCN(C(=O)C2CSC3(C)CCC(=O)N23)CC1 (centres undefined)	-0.7	-16	6	-25	-6	72*	2	2	1
O=C(COC(=O)CNC(=O)c1cccs1)Nc1ccc(C(F)(F)F)cc1[N+](=O)[O-]	-1.8	1	2	9	-5	7	0	2	8
CC(C)(C)C(=O)Oc1cc(N)n(S(=O)(=O)c2ccc(F)cc2)n1	1.4	3	8	2	-5	-19	-2	-1	5
COc1ccc(C2=NO[C@H]3C[C@](C(=O)NC(C)C)(S(=O)(=O)c4ccccc4)C[C@@H]23)cc1	0.0	13	nt	nt	2	3	0	4	9
CC1CCCC/C1=N\NC(=S)Nc1ccccc1 (centres undefined)	0.1	12	5	-17	-1	25	-6	2	0
Cc1ccc2cc(CN(CCO)Cc3nnnn3Cc3ccc(F)cc3)c(=O)[nH]c2c1	3.6	16	4	5	-1	-4	-2	-8	-1
O=C(NCc1ccco1)c1c(O)c2cccc3c2n(c1=O)CCC3	13	3	0	11	-1	-24	2	15	8
Cc1ccc(NC(=O)CNCc2ccccn2)cc1S(=O)(=O)N(C)C	-0.9	-4	4	-24	9	4	2	-13	-10
Cc1ccc(/C=N/N2CCN(C3c4ccccc4-c4ccccc43)CC2)o1	1.4	11	13	-10	3	-4	7	-20	10
CCc1sc(C(C2C(=O)CC(C)(C)CC2=O)C2C(=O)CC(C)(C)CC2=O)cc1[N+](=O)[O-]	18	-6	36	-2	-4	24	2	3	1
CC1(C(=O)NCc2ccc(C(F)(F)F)cc2)CCN1Cc1ccc(-c2ccccc2)o1 (centres undefined)	nt	-10	3	-18	-4	nt	-2	-8	-4
Cc1ccc(C(=O)Oc2ccc3ccc(=O)oc3c2)cc1	1.7	15	0	-2	-11	-7	-3	-8	0
CCOC(=O)c1c(NC(=O)c2cc(CC(C)C)on2)sc(C(C)=O)c1C	4.7	7	5	-24	2	-16	1	1	-4

2 compounds picked at random from those above:
SMILES	CRFBP-R2 agonist	CHO-K1 Ca PAM	TAAR1 agonist	TAAR1 antag	M5 antag	CRFR2-BP antag	M5 ag	CHRM4 PAM	CHRM5 PAM
Cc1ccc(NC(=O)CNCc2ccccn2)cc1S(=O)(=O)N(C)C	-0.9	-4	4	-24	9	4	2	-13	-10
Cc1ccc(C(=O)Oc2ccc3ccc(=O)oc3c2)cc1	1.7	15	0	-2	-11	-7	-3	-8	0

Source: PubChem (several laboratories)

Compounds as they come. Share with any hit: about 4.2%.
